# From PubChem
# IMP-1 inh: inhibitors of Pseudomonas aeruginosa IMP-1 metallo-beta-lactamase; purified IMP-1, nitrocefin hydrolysis, epi-absorbance fluorescence; inhibition, % at 5.6 µM; hit rate 0.45% among 290,000; AID 1556;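 active means inhibition above the mean plus 3 SD of all compounds in the same screening run, cut at about 4.5% in these data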;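 further: 0% = IMP-1 with DMSO and 100% = DMSO wells lacking enzyme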
#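 Assay system: purified recombinant IMP-1 beta-lactamase. Input: IMP-1 0.2 nM before substrate addition. Buffer or medium: Zinc- and detergent-supplemented HEPES buffer, pH 7.1. Schedule: 25 °C, 15 min preincubation, 25 min reaction. Signal: Epi-absorbance fluorescence, 480 nm excitation, 530 nm emission. Evaluation: percent inhibition from optical density relative to buffer-blank wells.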
# FID counter: fluorescent intercalator displacement, NS3 helicase counter-screen. inhibition, % at 7.9 µM. AID 1845. DNA fluorescent intercalator displacement, fluorescence. hit rate 0.17% among 290,000; in the data active means inhibition above about 37%;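 further: 0% = vehicle and 100% = reference compound; higher means more ethidium bromide displaced from hairpin DNA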
# HCV NS3 hel inh: inhibitors of Hepatitis C virus NS3 helicase | NS3 helicase DNA unwinding, Cy5 molecular beacon fluorescence | AID 1800 | inhibition, % at 10.9 µM | hit rate 0.56% among 290,000;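 active means inhibition above the mean of all tested compounds plus 3 SD, set per campaign, cut at about 35% in these data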;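 further: 0% = DMSO wells and 100% = thioflavine S control wells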
#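 Compound dosing – single dose, 10.9 µM nominal final, DMSO 0.8% final · System – NS3 helicase fragment of HCV · Buffer or medium – MOPS pH 6.5, MgCl2, DTT, Tween20, BSA · Signal – Cy5 beacon fluorescence read at start and 1 h · Also added – annealed dual-labelled DNA beacon duplex, ATP-started · Schedule – 1 h at 25 °C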
# MEKK2 mut-MEK5: signal of MEK5 binding to mutant human MEKK2 PB1 domain | hit rate 0.35% among 290,000 | percent response, % at 10 µM | bead flow cytometry, Alexa488-MEK5 binding to MEKK2 mutant; in the data active means percent response above about 24%, passing the limit was not always enough; further: inactives centre near 1; some results filed as inactive read as strong as hits
# UBC9 SUMO inh: SUMOylation inhibition | P63279 | HTRF SUMOylation assay, SAE1/SAE2 + UBC9, in vitro | inhibition, % at 35 µM | hit rate 0.36% among 290,000 | AID 2006; in the data active means inhibition above about 50%, passing the limit was not always enough; further: strong numbers were not always called active
# Target sequence (P63279 whole entry, looked up): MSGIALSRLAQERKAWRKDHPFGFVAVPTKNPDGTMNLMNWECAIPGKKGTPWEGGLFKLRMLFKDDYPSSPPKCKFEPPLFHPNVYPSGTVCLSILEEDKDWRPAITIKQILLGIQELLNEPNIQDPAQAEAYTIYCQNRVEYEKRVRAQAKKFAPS
# VIM-2 inhibitor: inhibitors of Pseudomonas aeruginosa VIM-2 metallo-beta-lactamase. purified VIM-2, nitrocefin hydrolysis, epi-absorbance fluorescence. inhibition, % at 5.6 µM. hit rate 0.89% among 290,000;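 active means inhibition above the mean of all tested compounds plus 3 SD, cutoff set per screening run, cut at about 7.5% in these data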;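 further: red hydrolysis product quenches plate fluorescence so inhibitors raise well fluorescence; 0% = enzyme with DMSO and 100% = DMSO without enzyme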
# NALP1 yeast inh: NALP1 inhibition; S. cerevisiae NALP1/ASC/caspase-1 growth, X-gal OD620, 72 h; inhibition, % at 10 µM; hit rate 0.61% among 280,000; in the data active means inhibition mostly above about 24%, no sharp cut-off; inactive means mostly below about 32%; further: some compounds called inactive have numbers as strong as hits
# PfM18AAP inh: PfM18AAP enzyme inhibition; inhibition, % at 7.35 µM; hit rate 1.2% among 290,000; recombinant PfM18AAP, H-Glu-NHMec fluorogenic cleavage;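 active means inhibition above the campaign mean inhibition over all tested compounds plus 3 SD, cut at about 28% in these data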;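 further: 0% = plate median of test compound wells and 100% = 2 mM ZnCl2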
# MEKK2wt PB1 HTS: raises or lowers MEK5 binding to wildtype human MEKK2 PB1 domain; bead flow cytometry, Alexa488-MEK5 binding to MEKK2 WT; actives lie on both sides; AID 1531; hit rate 1.1% among 290,000; binding response (% of control), % at 10 µM; in the data active means binding response below about 67% or above about 130%
# * hit, by the source's call; x = no result given; & = joins results of further samples; ! = repeats disagree.
Structure	MEKK2wt PB1 HTS	HCV NS3 hel inh	UBC9 SUMO inh	PfM18AAP inh	MEKK2 mut-MEK5	FID counter	VIM-2 inhibitor	NALP1 yeast inh	IMP-1 inh
O=C(NCCSc1c[nH]c2ccccc12)C1CC1	120	-8	-4	-3	13	-3	0.7	6	-2.9
CCOc1ccc(/C=C2\N=C(c3cccs3)OC2=O)cc1OC	93	-4	2	-10	-1	-10	0.8	23	0.7
CCc1cc(=O)oc2c(C)c(OCC(=O)N3CC[C@@]4(O)CCCC[C@H]4C3)ccc12	102	-16	-4	0	-1	-30	2.7	8	-0.3
O=C(CSc1nnc(-c2ccncc2)o1)Oc1ccccc1	97	0	1	11	0	-1	-1.4	10	-2.7
COc1ccc(C(=O)NCCCN2CCCC2=O)cc1	101	2	2	5	0	-2	-1.7	-10	-1.6
CC(C)(C)N1CC2(c3ccccc3)CN(C(C)(C)C)CC(c3ccccc3)(C1)C2=O	98	6	11	7	-3	8	-4.6	5	-2.5
O=S(=O)(Nc1ccc(OC(F)(F)F)cc1)c1cccc2nonc12	104	-2	1	2	-1	1	-3.6	x	-2.7
Cc1cc(NC(=O)Cc2csc(-c3ccccc3)n2)ccc1Br	100	-6	-13	3	2	8	0.0	19	-2.4
Oc1cccc(/C=N/Nc2cc(N3CCCC3)nc(N3CCCC3)n2)c1	128	-38	93*	1	4	-3	-2.8	6	-2.6
O=C(c1cccc(COc2cccc3ccccc23)c1)N1CCCC1	98	-9	-1	-2	1	-33	-1.0	7	-3.7
CC(C)(C)c1ccc(C(=O)CCCSC2=C(C#N)C(c3ccco3)C3=C(CCCC3=O)N2)cc1 (centres undefined)	105	11	-25	16	-3	-11	-2.5	4	-3.0
COc1ccccc1C(=O)N1CCN(c2nc3cc(C)c(C)cc3cc2C#N)CC1	104	3	5	2	4	-19	-5.1	9	-3.0
CC(C)C(c1nnnn1Cc1cccs1)N1CCN(C2CCCC2)CC1 (centres undefined)	105	-17	6	1	3	10	-2.4	9	-1.2
CC1CCN(C(=O)CN2C(=O)C(=O)c3ccccc32)CC1	102	0	-6	4	13	-1	-3.9	5	-4.2
O=C(C1=C[C@@H](c2ccc3c(c2)OCO3)C[C@@H](OCc2ccc(CO)cc2)O1)N1CCOCC1	105	5	10	5	6	-16	-1.9	-14	-2.6
CC(=O)OCC(=O)C1(O)CCC2C3CCC4=CC(=O)C=CC4(C)C3C(O)CC21C (centres undefined)	102	9	12	-22	5	-24	-3.0	18	-2.2
O=C1OCCC1Sc1nnc(-c2ccc(Cl)cc2Cl)o1 (centres undefined)	91	-5	8	-2	-11	-6	1.7	11	-1.4
Cc1ccc(Nc2nc(Cl)nc(NC(C)(C)C)n2)cc1	105	-2	-14	-3	0	-14	1.8	18	-1.2
O=C(NCCN1CCOCC1)C(=O)c1c[nH]c2ccccc12	98	-2	-1	0	0	-4	-1.9	18	-2.4
Cc1ccccc1C(=O)NC(C(N)=O)P(=O)(OC(C)C)OC(C)C (centres undefined)	102	0	11	-2	4	-4	0.5	-4	-1.3
COc1ccc(CNC2CCCc3ccccc32)c(OC)c1 (centres undefined)	109	-3	2	1	9	9	0.3	28	-3.0
Cc1cc(C)n(C2=NS(=O)(=O)c3ccccc32)n1	90	0	3	0	-6	2	-0.9	21	-2.4
COc1ccc(CCNC(=O)CCc2nc3sc4c(c3c(=O)[nH]2)CCCC4)cc1	104	16	14	-1	4	-33	0.1	22	1.1
CCOC(=O)N1CCc2c(sc(NC(=O)CN3CCOCC3)c2C(=O)Nc2ccccc2)C1	106	5	4	2	7	-21	-2.6	-5	-2.5
O=C(NC(c1ccccc1)c1ccccc1)N1CCOCC1	103	-3	-3	0	2	-2	-1.3	23	-3.0
Cc1ccc(=O)n(C(C(=O)NCc2ccco2)C(=O)c2ccc(F)cc2)c1 (centres undefined)	100	2	17	2	0	-6	-4.9	1	-4.4
O=C(NC(=S)Nc1cc(C(F)(F)F)ccc1N1CCOCC1)c1ccco1	105	-1	-12	5	2	-22	-1.2	-20	-0.5
O=C(NC1CCCCC1)N1CCN(c2nc(-c3ccccc3)cs2)CC1	89	-5	-28	1	-8	-6	-2.5	10	-2.2
O=c1c2ccccc2nc(SCc2ccc([N+](=O)[O-])cc2)n1-c1ccccc1	104	-5	-16	3	2	0	-8.8	15	-2.3
CNC(C)c1cc(OC)ccc1OC (centres undefined)	101	-2	-3	2	2	0	-0.6	-5	-3.8
COc1cc(NC(=O)COC(=O)c2ccc(S(=O)(=O)N3CC(C)CC(C)C3)cc2)c(C)cc1[N+](=O)[O-] (centres undefined)	102	-20	14	-3	0	0	-3.2	14	-4.2
Cc1nc(C(=O)N/N=C/c2[nH]ncc2Br)cs1	87	3	5	13	-24	-6	-2.4	9	-0.6
CC(C)(C)OC(=O)C(C(=O)OC(C)(C)C)c1ccc(Cl)nn1	102	-3	0	7	1	2	-5.5	-4	-2.0
CCN(CC)S(=O)(=O)c1cccc(C(=O)N/N=C/c2ccc(N3CCOCC3)cc2)c1	95	0	23	-1	-6	-6	-1.9	7	-0.2
CCOC(=O)c1cnc(-n2nc(C)cc2C)nc1NC(C)c1ccccc1 (centres undefined)	101	2	-4	-4	2	-11	-0.5	-8	-5.7
Cc1ccc(CNC(=O)CCc2c(C)nc3ncnn3c2C)cc1	95	3	-8	4	-6	-5	-1.6	-6	0.9
N#C/C(=C(/O)COc1cccc2ccccc12)c1nc2ccccc2[nH]1	99	8	-7	-7	2	0	-4.2	30	-4.1
CN(Cc1ccccc1)C(=O)C1CCN(S(=O)(=O)c2cccc3nsnc23)CC1	101	10	3	4	2	-39	-1.2	-6	-0.5
CC(NC(=O)C1CCCCC1)C(=O)NC1=NCCS1 (centres undefined)	93	7	4	0	-2	-2	-4.1	2	-4.2
COc1ccc(C(=S)N2CCOCC2)cc1OC(=O)c1cccc([N+](=O)[O-])c1	90	-3	11	10	-13	-17	-4.2	-9	-3.1
CCC(=O)NC(Nc1cccc(C)n1)(C(F)(F)F)C(F)(F)F	113	-5	21	2	4	1	-4.4	15	-2.5
O=C(NC(Nc1cc(C(F)(F)F)ccc1Cl)C(=O)c1ccccc1)c1ccccc1 (centres undefined)	102	-4	-16	6	0	6	-0.6	5	-2.3
CCCNS(=O)(=O)c1ccc(OCC(=O)OC)cc1	104	-6	-16	-4	11	-9	-1.3	3	-2.8
COc1cc(/C=N/n2c(SC)nnc(C(C)(C)C)c2=O)ccc1O	104	5	-9	4	8	-1	-0.8	8	-1.7
CCOC(=O)c1c(C)n(C(=O)c2ccco2)c(=O)n1C(=O)c1ccco1	96	-1	11	6	-2	-2	-1.9	9	-2.8
COc1cc(CNn2c(C)n[nH]c2=S)cc(Cl)c1OCC(=O)NC(C)(C)C	104	-12	-9	2	1	-42	-2.9	9	-3.0
O=C(CN1C(=O)CSc2ncccc21)N1CCOCC1	109	0	2	1	2	2	-3.2	26	-4.3
Cc1ccc(C(=O)Nc2ccc(F)cc2)cc1NC1=NC2CS(=O)(=O)CC2S1 (centres undefined)	98	-12	4	-1	-1	-6	0.7	14	0.1
CNc1ccccc1C(C)(C)c1cc(-c2ccco2)n[nH]1	97	41*	28	-6	-2	-5	-2.2	-7	-3.3
COCCn1c(=NC(=O)CSCC(=O)NC2CCCCC2)sc2cc(OC)ccc21	102	-1	-20	-1	2	-9	-1.2	5	-1.4
CCOC(=O)/C(=N\Nc1cc(Cl)ccc1Cl)N1CCOCC1	96	6	-15	-5	-6	-3	-0.7	-11	-1.2
CCNc1nc(NCC)nc(N(C#N)C(C)C)n1	90	3	-12	-4	-24	-11	-3.2	x	-2.9
CCN1C(=O)CC(C(=O)O)SC1=Nc1ccc(OC)cc1 (centres undefined)	97	-1	-7	-2	-5	4	-0.2	-14	-2.4
CCc1cccc(C)c1NC(=O)CN(C)Cc1cccc(F)c1	101	-1	0	-2	12	-13	-0.4	25	-1.3
Cc1ccc(CCNC(=O)CN(C)S(=O)(=O)c2ccc3c(c2)c(=O)n(C)c(=O)n3C)cc1	104	-10	-23	-1	9	-25	-1.4	1	-1.7
Cc1ccc(NC(=O)/C=C\C(=O)NCC(=O)O)cc1C	97	-5	25	1	-3	2	-4.2	57*	-1.2
CCn1c(SCC(=O)NCc2ccc(F)cc2)nc2c(c1=O)SC(C)C2 (centres undefined)	111	5	-1	1	13	-8	-4.5	18	-2.0
Cc1ccc(C(=O)Nc2ncc(Cc3ccc(SC(F)F)cc3)s2)cc1	106	-12	-6	-13	13	1	-2.1	28	-4.3
CCCCN(CCCC)c1ncnc2nc[nH]c12	102	6	17	1	0	-26	-3.3	18	-2.4
O=C(CN1CCN(Cc2ccccc2Cl)C1=O)NCc1ccco1	85	0	-3	0	-3	-12	-0.2	12	-2.4

# Next results:
Structure	MEKK2wt PB1 HTS	HCV NS3 hel inh	UBC9 SUMO inh	PfM18AAP inh	MEKK2 mut-MEK5	FID counter	VIM-2 inhibitor	NALP1 yeast inh	IMP-1 inh
CC1CCC(C(C)C)C(OC(=O)Cn2c(-c3ccc(Br)cc3)[n+](C)c3ccccc32)C1 (centres undefined)	147*!	-41&-64	11&13	1&-5	11&21	26&32	-1.1&-2.8	-15&13	-3.5&-3.3
CC1(C)Cc2nc(Cl)c(C#N)cc2CO1	96	8	6	2	0	-3	-1.8	14	-0.9
CCC(C)NC(=O)c1ccccc1NC(=O)C(C)N(c1ccccc1)S(C)(=O)=O (centres undefined)	102	0	-2	-7	5	-23	1.6	20	0.2
CC(C)Nc1nc(NC(C)C)nc(Oc2ccc(OCc3ccccc3)nn2)n1	105	5	22	-9	9	-22	-0.9	-18	0.5
CCN(CC)c1ccc(CN(C(=O)c2ccco2)C2CCS(=O)(=O)C2)cc1 (centres undefined)	x	5	19	28	x	-15	-4.1	23	-4.9
CC1CCCC(NC(=O)c2ccc3snnc3c2)C1C (centres undefined)	100	4	13	0	2	-11	-1.8	22	-0.6

# 4 records drawn at random from those above, as already listed:
Structure	MEKK2wt PB1 HTS	HCV NS3 hel inh	UBC9 SUMO inh	PfM18AAP inh	MEKK2 mut-MEK5	FID counter	VIM-2 inhibitor	NALP1 yeast inh	IMP-1 inh
CC1(C)Cc2nc(Cl)c(C#N)cc2CO1	96	8	6	2	0	-3	-1.8	14	-0.9
CC1CCC(C(C)C)C(OC(=O)Cn2c(-c3ccc(Br)cc3)[n+](C)c3ccccc32)C1 (centres undefined)	147*!	-41&-64	11&13	1&-5	11&21	26&32	-1.1&-2.8	-15&13	-3.5&-3.3
CC(C)Nc1nc(NC(C)C)nc(Oc2ccc(OCc3ccccc3)nn2)n1	105	5	22	-9	9	-22	-0.9	-18	0.5
CCN(CC)c1ccc(CN(C(=O)c2ccco2)C2CCS(=O)(=O)C2)cc1 (centres undefined)	x	5	19	28	x	-15	-4.1	23	-4.9
